Gli-Sufu antag: blocks Gli-Sufu signaling in a luciferase reporter. Sufu-KO-LIGHT fibroblasts, Gli luciferase reporter luminescence. inhibition, % at 5 µM. 340,000 compounds, 0.74% hits;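 active = inhibition above about 55%, limit read from the data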;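 also: 0% = DMSO-treated cells and 100% = wells with medium but no cells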
EBI2 antag: EBI2 (human) antagonism | AID 651636 | 360,000 compounds, 0.81% hits | P32249 | inhibition, % at 5 µM | EBI2 beta-arrestin recruitment, luminescence, 7a,25-OHC stimulated; in the data active = inhibition above about 38%;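 also: enzyme fragment complementation signal reports receptor beta-arrestin coupling in cells; 0% = agonist plus DMSO wells and 100% = wells without agonist; some results beyond the cut were filed as inactive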
697 NFkB inh: lowers PMA/ionomycin-induced NF-kB signal in 697 B cells; 697 B-cell NF-kB luciferase reporter, 16 h; inhibition, % at 4 µM; 330,000 compounds, 0.33% hits; AID 435022; in the data active = inhibition above about 35%
Jurkat NFkB inh: lowers PMA/ionomycin-induced NF-kB signal in Jurkat cells; 330,000 compounds, 0.53% hits; PMA/ionomycin-induced NF-kB luciferase reporter, luminescence; inhibition, % at 4 µM; in the data active = inhibition above about 50%
CCR6 antagonist: antagonists of human CCR6 receptor. P51684. CHO-K1 CCR6 PathHunter beta-arrestin, luminescence, CCL20-stimulated. inhibition, % at 20 µM. 340,000 compounds, 0.49% hits;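 active = compounds whose inhibition of the agonist-driven luminescence signal at 20 µM reaches about 50%, limit read from the data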;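 also: cells stimulated with CCL20 at 14 nM final; plate controls were DMSO with CCL20 for no effect and DMSO without agonist for full effect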
CXCR6 block: CXCR6 (human) receptor inhibition | inhibition, % at 20 µM | 360,000 compounds, 0.36% hits | CHO-K1 PathHunter CXCR6 beta-arrestin, luminescence | O00574 | AID 602244; in the data active = inhibition above about 34%, passing the limit was not always enough;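 also: antagonist mode with CXCL16 agonist at 10 nM final; 0% = 10 nM CXCL16 with DMSO and 100% = unstimulated wells without agonist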
Target sequence (O00574 whole entry, looked up): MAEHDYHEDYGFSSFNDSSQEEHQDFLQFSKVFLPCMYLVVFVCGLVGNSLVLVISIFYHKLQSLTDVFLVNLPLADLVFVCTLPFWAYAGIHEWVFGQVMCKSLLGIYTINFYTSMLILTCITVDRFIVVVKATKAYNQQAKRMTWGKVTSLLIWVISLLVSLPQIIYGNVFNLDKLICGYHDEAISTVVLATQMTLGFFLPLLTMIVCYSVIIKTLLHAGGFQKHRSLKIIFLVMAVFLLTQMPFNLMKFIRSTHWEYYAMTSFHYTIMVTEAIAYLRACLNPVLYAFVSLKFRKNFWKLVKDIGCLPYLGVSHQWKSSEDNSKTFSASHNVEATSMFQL
UBC13 inh: human UBC13 polyubiquitination inhibition; P61088; UBC13 polyubiquitin chain formation, TR-FRET; inhibition, % at 20 µM; 330,000 compounds, 0.47% hits; in the data active = inhibition above about 45%, passing the limit was not always enough; inconclusive = no clear call, values can overlap the other calls
Target sequence (P61088 whole entry, looked up): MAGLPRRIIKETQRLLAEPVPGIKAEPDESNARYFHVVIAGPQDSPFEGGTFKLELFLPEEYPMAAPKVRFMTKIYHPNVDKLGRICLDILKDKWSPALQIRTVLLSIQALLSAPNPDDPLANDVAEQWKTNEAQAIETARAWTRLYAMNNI
APJ antagonist: blocks the human apelin receptor APJ; P35414; 330,000 compounds, 0.32% hits; CHO-K1 APJ beta-arrestin complementation, luminescence; inhibition, % at 20 µM;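 active = inhibition above about 40% at 20 µM, limit read from the data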;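 also: cells challenged with 10 nM apelin-13 agonist together with compound; plate controls were apelin-13 plus DMSO wells for no effect and DMSO wells lacking apelin-13 for full effect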
Target sequence (P35414 whole entry, looked up): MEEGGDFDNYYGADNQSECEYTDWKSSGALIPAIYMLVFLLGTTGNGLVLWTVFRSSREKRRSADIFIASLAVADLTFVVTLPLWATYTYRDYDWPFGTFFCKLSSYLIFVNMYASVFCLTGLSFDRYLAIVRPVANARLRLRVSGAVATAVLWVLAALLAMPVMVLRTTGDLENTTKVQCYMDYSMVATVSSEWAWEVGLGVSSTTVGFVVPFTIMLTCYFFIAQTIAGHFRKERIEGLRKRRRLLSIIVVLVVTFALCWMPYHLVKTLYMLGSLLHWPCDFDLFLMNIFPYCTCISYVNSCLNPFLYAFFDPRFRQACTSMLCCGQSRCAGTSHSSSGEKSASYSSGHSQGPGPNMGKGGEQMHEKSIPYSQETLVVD
Starred values were filed as active, the others as inactive; ? = inconclusive; . = no result given.

SMILES	Gli-Sufu antag	EBI2 antag	697 NFkB inh	Jurkat NFkB inh	CCR6 antagonist	CXCR6 block	UBC13 inh	APJ antagonist
CCOc1ccc(NC(=O)CN2CCN(CC(=O)Nc3ccc(F)cc3)CC2)cc1	0	-1	6	8	-7	-2	0	15
COC(=O)c1cn(NC(=O)COc2ccc(Cl)cc2)c(=O)c2ccccc12	-9	1	-11	1	-3	-8	19	-1
CC(C)(C)NC(=O)Cc1ccc(S(=O)(=O)N2CCCC2)s1	26	-3	-22	-20	12	-4	-17	-47
NC(=O)NCc1cccnc1	5	14	7	-12	7	-8	4	8
CCc1c(O)nc(SC2CC(=O)N(c3ccccc3)C2=O)[nH]c1=O (centres undefined)	-22	-9	8	-15	14	10	3	24
CC(=O)N1[C@H](Cc2ccccc2)C=C[C@]1(C)C(=O)NCCN1CCOCC1	-3	-11	8	6	-6	-1	0	-5
O=S(=O)(NCC(c1ccco1)N1CCN(c2ccc(F)cc2)CC1)c1ccc(F)cc1 (centres undefined)	-6	6	3	11	6	-2	5	7
CCCCN(c1ccccc1)S(=O)(=O)c1cccc(C(=O)Nc2c(C)n(C)n(-c3ccccc3)c2=O)c1	43	8	.	.	8	11	.	.
O=C(C1CC1)N1N=C(c2ccncc2)CC1(O)C(F)(F)F (centres undefined)	1	5	13	3	4	-4	5	-6
Cc1nn(Cc2c(Cl)cccc2Cl)c(C)c1NC(=O)c1cn(-c2ccccc2)nc1-c1ccccc1	36	13	-31	25	7	2	-18	9
COCCn1c(N)c(N(Cc2ccccc2)C(=O)c2cc3ccccc3o2)c(=O)[nH]c1=O	3	-6	-13	-1	5	-3	-5	-1
O=C(C1CCN(S(=O)(=O)N2CCOCC2)CC1)N1CCN(c2ccccc2F)CC1	-10	3	10	9	-10	-5	3	11
COc1cccc(C2N(c3ccc(Cl)c(Cl)c3)C(=O)C3CCCN32)c1OC (centres undefined)	1	-1	-2	-21	19	10	1	-6
COC(=O)/C(=C1/Oc2cc(C)oc(=O)c2S1)C(F)(F)F	34	-37	-324	69*	-10	-4	-1	14
CCOC(=O)c1c(C)[nH]c(C(=O)OC(C)C(=O)Nc2ccccc2OC)c1C (centres undefined)	5	4	7	11	8	-12	23	8
CC(C)N(C)C1=CC(=O)C(N(C)C(C)C)=CC1=O	6	-8	.	.	-21	-6	.	.
CC(=O)c1c(C)[nH]c(C(=O)OCC(=O)Nc2ccccc2Cl)c1C	19	-9	-8	33	20	-2	5	-12
C/C=C/C=[N+](\[O-])C(C)/C(=N/O)c1ccc(F)cc1 (centres undefined)	3	19	23	12	18	5	6	3
Cc1cc(NC(=O)c2ccc(NC(=O)CC(C)C)cc2)no1	-4	-7	13	0	-7	-1	-6	-12
CCOC(=O)c1sc(N/N=C/c2ccccc2)nc1C	-148	32	-143	-91	6	2	15	-11
O=c1cc(-c2ccccc2Cl)oc2c(Br)ccc(O)c12	-85	4	-56	-56	18	-1	15	-3
COc1cccc(C(=O)NNC(=O)Cc2ccc(Cl)cc2)c1	-1	-10	7	-16	-9	8	8	-5
Cc1ccccc1C(=O)c1c[nH]c(C(=O)NCCCn2ccnc2)c1	1	4	1	0	-19	-6	18	21
O=S(=O)(NCC1CCCO1)c1cc(Cl)ccc1Cl (centres undefined)	2	-9	14	9	2	-1	7	10
C=CCOc1c(Cl)cc(CNCCC)cc1Cl	-28	-6	5	5	9	9	-2	17
C=CCOc1ccccc1CNCCc1ccc(S(N)(=O)=O)cc1	10	-15	5	-2	0	7	-1	12
O=C(NCCc1c[nH]c2ccccc12)c1ccc(Br)o1	-12	19	-7	7	-4	0	19	5
Cc1ccc(-c2cn3cccnc3n2)cc1NC(=O)c1ccc(Br)o1	0	-4	2	-1	4	-9	9	4
CCC(C)C(NC(=O)OC(C)(C)C)C(=O)NC(CC(C)C)C(N)=O (centres undefined)	-9	-6	21	-11	-1	-10	-2	19
CN(Cc1ccco1)C(=O)CN1C(=O)NC2(CCCCC2)C1=O	-4	1	17	-1	-5	3	3	5
CN(C)Cc1ccc(O)c(CCc2ccccc2)n1	-1	9	4	-4	-4	-1	9	16
COc1ccc(CCC(=O)Nc2sccc2C#N)cc1	-7	.	-14	-67	-5	.	2	-3
N#C[C@@H]1[C@@H]2C(=O)N(c3ccc4c(c3)OCCO4)C(=O)[C@@H]2C2c3ccccc3C=CN21 (some centres undefined)	.	.	-16	-24	.	.	-24	-10
Cc1ccccc1-c1cc(=O)c2ccccc2o1	-2	11	-10	8	13	11	16	5
Clc1ccccc1-c1ccc2ncnc(NCc3cccs3)c2c1	10	8	-6	-21	20	0	-4	-2
O=C(c1ccccc1O)N1N=C(C(F)(F)F)CC1(O)c1ccc([N+](=O)[O-])cc1 (centres undefined)	-5	-1	7	-2	24	23	-7	18
Cc1ccc(SCC(=O)OC(C)C(=O)Nc2ccc(S(N)(=O)=O)cc2)cc1C (centres undefined)	-9	3	-4	15	8	-8	-3	15
COc1ccc(OCCCC(=O)ON=C(N)c2ccccc2Cl)cc1	-2	1	-1	-3	2	-5	9	-17
O=[N+]([O-])c1ccccc1/C=N/Nc1nccnc1Cl	-6	-19	-20	-24	-6	4	-16	4
Cc1ccc(S(=O)(=O)N2CCN(C(=O)CCNC(=O)c3ccccc3Cl)CC2)cc1	-4	-2	8	2	12	11	2	-18
COCc1nnc(SCC(=O)NCc2ccccc2)n1-c1ccccc1	2	-7	-26	-6	7	0	-4	-15
COc1cc(/C=N\Nc2nc(-c3ccc(C)cc3)c(NC(C)=O)s2)ccc1O	2	9	12	4	18	-12	-7	-25
O=C(Cn1cc(S(=O)(=O)Cc2ccc([N+](=O)[O-])cc2)c2ccccc21)N1CCOCC1	-7	-3	2	-12	-4	-16	6	2
CC(C)c1ccccc1OCC(=O)NN1C(=O)c2ccccc2C1=O	-6	-6	6	-4	12	5	-6	7
CCOc1ncccc1C(=O)N1CCN(C(c2ccccc2)c2ccccc2)CC1	9	6	-5	2	0	9	2	4
O=C(Nc1cccc(-c2nnc(-c3ccccc3)o2)c1)C1CC1	-42	-1	-31	-37	2	2	4	-12
CC(=O)Nc1ccc2c(c1)CCCN2C(=O)c1ccccc1	-7	-5	8	6	-1	7	2	-13
CCc1ccc(NC(=O)CNC(=O)c2nn(-c3ccc(OC)cc3)c(=O)c3ccccc23)cc1	22	-7	11	-14	9	7	?	2
S=C(c1ccc(-c2cc(Cl)ccc2Cl)o1)N1CCCCC1	3	10	-10	1	27	3	3	3
Cc1ccccc1CS(=O)(=O)c1nnc([C@H](CC(C)C)NC(=O)OC(C)(C)C)o1	-8	13	-34	30	53*	27	3	31
Cc1nn(CC(=O)NCCCN2CC(C)CC(C)C2)c(=O)c2cccn12 (centres undefined)	-1	3	-10	3	-3	8	4	12
O=C(c1cc2cc(Cl)ccc2[nH]1)N1CCN(Cc2ccc3c(c2)OCO3)CC1	10	95*	-6	-4	7	-25	-7	-20
CC(=O)Nc1ccc(OC(=O)c2ccc(Br)c([N+](=O)[O-])c2)cc1	-15	-5	13	6	-13	-5	4	-12
CN=c1scc(-c2ccc(Br)cc2)n1C	4	0	-50	-24	-18	3	-3	25
CC1(C2CC2)NC(=O)N(CC(=O)N2CCN(c3ccccc3)CC2)C1=O (centres undefined)	-1	-4	-11	-1	5	1	-3	12
COc1cc(CN2CCC(n3nccc3NC(=O)CCCc3ccccc3)CC2)ccc1O	6	4	7	-8	3	-4	6	4
CSC1=NC2C(N1)N(C)C(=O)N2C (centres undefined)	-3	8	0	-7	17	2	1	6
CCOc1ccc(CN(C)C(=O)CCN2C(=O)c3ccccc3C2=O)cc1OC	-7	8	-10	-13	4	-4	-3	13
CC(C)(O)C#Cc1ccc(C(=O)N2CCN(c3ccccc3)CC2)cc1	-8	12	9	6	0	-1	5	-5
CC1(C2CC2)NC(=O)N(CC(=O)Nc2ccccc2C#N)C1=O (centres undefined)	-1	-5	16	1	-19	4	3	11

An excerpt from above in order of the CCR6 antagonist value, largest number first:
SMILES,EBI2 antag,697 NFkB inh,Jurkat NFkB inh,CCR6 antagonist,CXCR6 block,UBC13 inh,APJ antagonist
S=C(c1ccc(-c2cc(Cl)ccc2Cl)o1)N1CCCCC1,10,-10,1,27,3,3,3
COc1cc(CN2CCC(n3nccc3NC(=O)CCCc3ccccc3)CC2)ccc1O,4,7,-8,3,-4,6,4
O=C(Nc1cccc(-c2nnc(-c3ccccc3)o2)c1)C1CC1,-1,-31,-37,2,2,4,-12
CC(=O)Nc1ccc(OC(=O)c2ccc(Br)c([N+](=O)[O-])c2)cc1,-5,13,6,-13,-5,4,-12

Further structures:
SMILES	Gli-Sufu antag	EBI2 antag	697 NFkB inh	Jurkat NFkB inh	CCR6 antagonist	CXCR6 block	UBC13 inh	APJ antagonist
Cc1ccc(C(=O)Nc2nc(-c3ccccc3)c(-c3ccccc3)o2)cc1	-15	6	0	-1	46	23	-2	10
COc1ccccc1/C=N/NC(=O)CNC(=O)c1ccc(S(=O)(=O)N(C)C)cc1	-7	30	18	1	4	-1	-5	5
COc1ccc(C(=O)NC(C)CCc2ccccc2)cc1[N+](=O)[O-] (centres undefined)	33	-3	-2	-2	1	-12	-1	18
Cc1ccc2[nH]c(=O)c(CN(CC3COCCO3)C(=O)Nc3ccccc3F)cc2c1 (centres undefined)	3	5	1	8	14	9	6	23
CS(=O)(=O)N1CCC(C(=O)NCc2ccc(Cl)cc2Cl)CC1	-10	0	14	0	-4	8	7	-5
Cc1cccc(-n2ncc(C#N)c2-n2cccc2)c1	-1	-2	2	2	11	0	4	4
COC(=O)[C@]1(C)N[C@H](c2ccc(SC3CCCCC3)cc2)[C@@H]2C(=O)N(C)C(=O)[C@@H]21	0	4	9	8	0	-6	4	-6
COc1ccc(C2=NN(C(=O)CCCC(=O)O)C(c3cccs3)C2)cc1OC (centres undefined)	5	-9	10	7	14	3	0	6
CCCNC(=O)C(Cc1ccccc1C)NC(=O)c1ccc(C#N)cc1 (centres undefined)	-11	-6	23	-1	13	-2	-3	1
O=C(c1cccnc1)N1CCN(C(=O)c2cccc(Cl)c2)CC1	-15	0	-23	-6	-6	1	-4	0
COc1cc(Cl)c(S(=O)(=O)NCCN2CCOCC2)cc1Cl	2	-7	18	6	4	5	6	14
CCOc1cccc(CNCCNC(=O)c2nonc2N)c1	-1	-4	-21	2	-1	0	-8	15
CCOC(=O)c1c(-c2ccc(Cl)cc2)csc1NC(=O)CNCc1ccco1	-3	8	-5	6	21	-12	-2	-8
NS(=O)(=O)c1cccc(NC(=O)CCCC2CCCCC2)c1	44	-5	20	-26	1	-8	4	-10
O=C(/C=C/c1ccc(N2CCCCC2)c([N+](=O)[O-])c1)c1ccc(S(=O)(=O)N2CCCC2)cc1	19	18	.	.	32	13	.	.
CS(=O)(=O)c1cccc(C(=O)Nc2ccc(-c3nc4ccccc4[nH]3)cc2)c1	24	4	-54	-80	-16	-13	0	-37
Cc1[nH]nc2c1C(c1ccc(O)cc1)C1=C(CC(C)(C)CC1=O)N2 (centres undefined)	-2	-10	-29	-14	-8	-2	-9	4
CCOC(=O)CSc1nnc(-c2ccoc2C)n1-c1ccc(C)cc1	0	-13	1	21	6	6	6	-7
Cc1onc(-c2ccccc2Cl)c1C(=O)Nc1ccccc1N1CCOCC1	20	16	-7	-6	-4	-10	-1	-2
CCOc1ccc2nc(SCC(=O)N3CCCc4ccccc43)sc2c1	-13	13	2	1	24	7	-5	5
CC(=O)N1Cc2ccccc2CC1C(=O)OCC(=O)c1c(N)n(C)c(=O)n(C)c1=O (centres undefined)	-8	3	-5	-2	15	3	-1	4
COc1ccc(N2CCN(C(=O)COC(=O)c3cccc(OC)c3O)CC2)cc1	-1	2	21	8	6	-7	9	5

Bioassay records (PubChem BioAssay)
